# VIM-2 inh = inhibitors of Pseudomonas aeruginosa VIM-2 metallo-beta-lactamase; purified VIM-2, nitrocefin hydrolysis, epi-absorbance fluorescence; inhibition, % at 5.6 µM; 290,000 tested, 0.89% active;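 active = inhibition above the mean of all tested compounds plus 3 SD, cutoff set per screening run, cut at about 7.5% in these data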;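 also: red hydrolysis product quenches plate fluorescence so inhibitors raise well fluorescence; 0% = enzyme with DMSO and 100% = DMSO without enzyme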
# IDE cell activ = activators of human insulin-degrading enzyme in cells. HEK cells, FAbeta-B cleavage, fluorescence polarization; 0% vehicle, 100% cell-free pure enzyme wells. activation, % at 5.96 µM. 340,000 tested, 0.073% active. AID 493087;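 active = activation above the mean of all tested compounds plus 3 SD, set per screening campaign, cut at about 17% in these data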
# Target sequence (P14735 whole entry, looked up): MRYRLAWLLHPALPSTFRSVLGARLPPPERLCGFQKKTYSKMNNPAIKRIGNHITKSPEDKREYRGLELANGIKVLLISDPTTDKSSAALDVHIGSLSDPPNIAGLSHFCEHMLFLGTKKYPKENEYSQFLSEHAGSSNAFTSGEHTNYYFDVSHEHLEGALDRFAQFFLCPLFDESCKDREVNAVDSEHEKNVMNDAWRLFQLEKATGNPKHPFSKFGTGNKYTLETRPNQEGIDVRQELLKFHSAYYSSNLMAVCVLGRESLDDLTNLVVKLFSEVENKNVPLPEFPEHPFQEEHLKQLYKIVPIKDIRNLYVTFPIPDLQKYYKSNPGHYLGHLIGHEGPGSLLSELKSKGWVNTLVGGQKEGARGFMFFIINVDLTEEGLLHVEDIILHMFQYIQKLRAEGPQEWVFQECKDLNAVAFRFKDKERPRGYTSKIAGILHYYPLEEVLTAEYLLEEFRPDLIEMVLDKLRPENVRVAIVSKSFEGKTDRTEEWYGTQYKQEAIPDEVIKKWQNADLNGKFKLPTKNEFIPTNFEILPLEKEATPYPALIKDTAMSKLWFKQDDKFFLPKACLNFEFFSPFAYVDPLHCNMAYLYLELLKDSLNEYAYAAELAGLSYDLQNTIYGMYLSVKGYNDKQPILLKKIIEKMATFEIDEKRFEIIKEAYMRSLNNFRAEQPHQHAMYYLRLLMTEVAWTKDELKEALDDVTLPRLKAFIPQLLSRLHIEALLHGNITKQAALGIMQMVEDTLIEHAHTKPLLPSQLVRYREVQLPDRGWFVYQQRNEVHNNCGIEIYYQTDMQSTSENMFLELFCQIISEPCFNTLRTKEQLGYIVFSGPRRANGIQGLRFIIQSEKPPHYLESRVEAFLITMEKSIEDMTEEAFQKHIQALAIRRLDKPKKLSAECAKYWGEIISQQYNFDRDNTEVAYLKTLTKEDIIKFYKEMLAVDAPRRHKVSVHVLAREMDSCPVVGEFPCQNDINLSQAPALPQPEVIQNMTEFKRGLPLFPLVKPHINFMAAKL
# DNA FID counter = counter-screen for HCV NS3 helicase inhibitors: DNA intercalator displacement | DNA fluorescent intercalator displacement, fluorescence | inhibition, % at 7.9 µM | 290,000 tested, 0.17% active | AID 1845; in the data active = inhibition above about 37%;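 also: 0% = vehicle and 100% = reference compound; higher means more ethidium bromide displaced from hairpin DNA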
# PfM18AAP inh = blocks P. falciparum M18 aspartyl aminopeptidase; recombinant PfM18AAP, H-Glu-NHMec fluorogenic cleavage; inhibition, % at 7.35 µM; 290,000 tested, 1.2% active; AID 1822;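 active = inhibition above the campaign mean inhibition over all tested compounds plus 3 SD, cut at about 28% in these data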;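 also: 0% = plate median of test compound wells and 100% = 2 mM ZnCl2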
# IDE inh = inhibits human insulin-degrading enzyme in HEK cells; inhibition, % at 5.59 µM; FAbetaB cleavage, fluorescence polarization; 320,000 tested, 0.41% active; AID 434962; P14735;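 active = percent inhibition above the average of all tested compounds plus 3 SD, set per screening campaign, cut at about 16% in these data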;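 also: IDE supplied by intact live HEK cells; FP after avidin binding of uncleaved biotin substrate so inhibition keeps polarization high; 0% = DMSO wells and 100% = 60 µM reference IDE inhibitor Ii1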
# p-CIP stab down = lowers stability of the mouse p/CIP coactivator protein. Q05BA5. F442A p/CIP-EGFP cells, EGFP fluorescence, 16 h. decrease of EGFP signal, % at 10 µM. 290,000 tested, 0.01% active;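 active = EGFP signal decrease of at least 30% at 10 µM or well 3 SD below plate mean, unless failing retest; inactive = the rest, including hits failing retest or dose response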; also: some compounds called inactive have numbers as strong as hits; many of its hits are not listed in these tables
# IMP-1 inhibitor = blocks Pseudomonas aeruginosa IMP-1 metallo-beta-lactamase. purified IMP-1, nitrocefin hydrolysis, epi-absorbance fluorescence. inhibition, % at 5.6 µM. 290,000 tested, 0.45% active. AID 1556;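 active = inhibition above the mean plus 3 SD of all compounds in the same screening run, cut at about 4.5% in these data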;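 also: 0% = IMP-1 with DMSO and 100% = DMSO wells lacking enzyme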
#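 Assay system: purified IMP-1; Quantity: IMP-1 0.2 nM before substrate addition; Medium: HEPES buffer pH 7.1 with ZnSO4 and Brij 35; Incubation: 15 min enzyme–compound preincubation, then 25 min nitrocefin reaction, 25 °C; Signal: fluorescence quenching readout, ex 480/em 530 nm; Controls: DMSO with and without IMP-1; Repeats: singlicate testing.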
# UBC9 SUMO inh = inhibitors of human SUMOylation (UBC9) | P63279 | HTRF SUMOylation assay, SAE1/SAE2 + UBC9, in vitro | inhibition, % at 35 µM | 290,000 tested, 0.36% active; in the data active = inhibition above about 50%, passing the limit was not always enough; also: strong numbers were not always called active
# HCV NS3 hel inh = HCV NS3 helicase inhibition; AID 1800; inhibition, % at 10.9 µM; NS3 helicase DNA unwinding, Cy5 molecular beacon fluorescence; 290,000 tested, 0.56% active;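 active = inhibition above the mean of all tested compounds plus 3 SD, set per campaign, cut at about 35% in these data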;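 also: 0% = DMSO wells and 100% = thioflavine S control wells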
#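 Assay system: hepatitis C virus NS3 helicase domain fragment enzyme. Also added: annealed dual-labelled DNA beacon duplex, ATP-started. Timing: 1 h reaction at 25 °C, ATP-initiated. Technique: Cy5 fluorescence at 0 and 60 min, beacon hairpin quenching. Evaluation: % inhibition of unwinding. Replication: one well per compound.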
# An asterisk follows results filed as active; . = not tested or not shown.
SMILES,VIM-2 inh,IDE cell activ,DNA FID counter,PfM18AAP inh,IDE inh,p-CIP stab down,IMP-1 inhibitor,UBC9 SUMO inh,HCV NS3 hel inh
Cc1ccc(S(=O)(=O)NC(C)C(c2cccs2)N2CCN(c3ccccc3)CC2)cc1 (stereo unspecified),-1.4,7,-18,0,-2,-16,-3.7,-5,-17
O=C(CCCCCN1C(=O)c2ccccc2C1=O)NCc1ccccn1,-2.6,3,-3,2,0,7,-2.0,-2,-3
C=CCn1c(=O)c2c(nc3n2CC(C)CN3CCc2ccccc2)n(C)c1=O (stereo unspecified),-2.9,4,-36,1,3,5,-4.3,-1,-10
Cc1cccc(NC(=O)CC2C(=O)NCCN2C(=S)Nc2ccccc2)c1 (stereo unspecified),-2.2,0,1,2,-3,-10,-1.9,-15,1
Cc1nn(-c2ccccc2)nc1C(=O)Nc1ccc2c(c1)OCCO2,-1.4,-2,-43,-5,2,-4,-1.7,-6,-5
CC1=Nc2cc(C(=O)NCCCOC(C)C)ccc2Sc2ccc(C)cc21,-1.2,6,-43,-7,2,15,1.1,-19,-16
O=C(NC(=S)NCC1CCCO1)c1cccs1 (stereo unspecified),0.2,4,-2,0,0,-11,-2.1,3,-3
Cc1c(NC(=O)c2cnn3c2NC(c2ccccc2)CC3C(F)(F)F)c(=O)n(-c2ccccc2)n1C (stereo unspecified),-3.4,11,-33,2,-7,-3,-0.1,-2,4
CC(C)Cc1nnc(NC(=O)CCC(=O)Nc2ccc(Cl)cc2)s1,-4.3,9,-14,8,-2,6,-0.9,3,7
CC(=O)N1CCN(c2ccc(NC(=O)c3ccc(C(C)(C)C)cc3)cc2)CC1,-2.3,3,-36,2,1,4,2.0,-14,5
CC1(OC(=O)C2CCCC2)C(=O)C=C2C=C(c3ccsc3)N(CCc3ccccn3)C=C2C1=O (stereo unspecified),.,1,.,.,-3,-11,.,24,.
Cc1nnsc1NC(=O)OCc1ccc(C(F)(F)F)cc1,0.8,0,0,-2,3,-11,-1.4,-5,0
O=C(NC1CC1)C1CC(=O)N(C2CCCCC2)C1 (stereo unspecified),-0.9,2,-5,-6,6,7,-3.3,5,3
[O-]/[N+](=C\C=C\c1ccccc1)c1ccccc1,-1.8,5,-2,3,-2,-10,-2.4,23,-4
COc1ccccc1N1CCN(C(=O)C2C3C=CC4(CN(Cc5ccccc5Cl)C(=O)C24)O3)CC1 (stereo unspecified),-0.8,-1,-34,9,7,1,-0.1,15,-2
COc1ccc(N2CC(C(=O)Nc3c4c(nn3-c3ccccc3)CS(=O)(=O)C4)CC2=O)cc1 (stereo unspecified),-0.6,0,-19,6,2,-4,-1.7,6,-2
CC(=O)c1ccc(NS(=O)(=O)c2cccc(C)c2)cc1,-2.3,-3,2,-2,4,-1,-1.5,22,0
COc1ccc2c(C)nc(Nc3nc(C)c(C)c(=O)[nH]3)nc2c1,6.3,2,-9,-3,6,-9,-0.4,23,1
COc1ccc(/C(O)=C2/C(=O)C(=O)N(CCCN3CCOCC3)C2c2ccc(OC)cc2)cc1 (stereo unspecified),2.2,2,-15,1,-3,-3,-1.1,16,2
CN(c1ccccc1C(=O)Nc1cccc(C(F)(F)F)c1)S(C)(=O)=O,-2.0,-2,-7,-2,2,-2,-1.6,-9,-5
CN(CC(=O)OCC(=O)c1c(N)n(C)c(=O)n(C)c1=O)S(=O)(=O)c1ccc(Cl)cc1,-1.7,4,-17,1,5,0,0.9,-5,-5
CCC(c1nnnn1C1CCCC1)N1CCN(Cc2ccccc2)CC1 (stereo unspecified),-0.6,10,2,-3,1,-6,-2.6,10,-9
CCOc1ccccc1NC(=O)NC1(C(=O)N2CCN3CCCC3C2)CCCCC1 (stereo unspecified),-0.1,7,23,0,8,-5,-4.4,10,0
CC(C)Cc1nnc(NC(=O)CCC(=O)NC2CCCCC2)s1,-1.2,9,-10,-2,0,-1,-3.5,2,3
Cc1csc(/C(=N\O)c2csc(C)n2)n1,0.4,5,1,6,2,1,-2.6,-8,1
Cc1ccc(C)c(C(=O)COc2ncnc3ccccc23)c1,0.6,9,-4,-6,-3,0,-4.7,3,5
O=c1ccc(-c2ccc(S(=O)(=O)Nc3cccc(Br)c3)o2)n[nH]1,-1.8,-2,-9,4,4,-10,-2.9,4,5
CCC1CCCCN1CCNC(=O)C1CCCN(S(=O)(=O)c2cccc3nsnc23)C1 (stereo unspecified),2.7,3,3,7,-5,-14,1.4,7,-10
Cc1ccc(NC(=O)CCCn2c(=O)[nH]c3ccsc3c2=O)cc1,-2.9,2,-7,-4,-4,-17,-0.6,12,3
COCc1nnc(NC(=O)c2sc3ccccc3c2Cl)s1,-5.8,-4,-10,5,1,-4,-4.2,32,12

# Structural class: the compounds so far with a halogen
SMILES,VIM-2 inh,IDE cell activ,DNA FID counter,PfM18AAP inh,IDE inh,p-CIP stab down,IMP-1 inhibitor,UBC9 SUMO inh,HCV NS3 hel inh
Cc1c(NC(=O)c2cnn3c2NC(c2ccccc2)CC3C(F)(F)F)c(=O)n(-c2ccccc2)n1C (stereo unspecified),-3.4,11,-33,2,-7,-3,-0.1,-2,4
CC(C)Cc1nnc(NC(=O)CCC(=O)Nc2ccc(Cl)cc2)s1,-4.3,9,-14,8,-2,6,-0.9,3,7
Cc1nnsc1NC(=O)OCc1ccc(C(F)(F)F)cc1,0.8,0,0,-2,3,-11,-1.4,-5,0
COc1ccccc1N1CCN(C(=O)C2C3C=CC4(CN(Cc5ccccc5Cl)C(=O)C24)O3)CC1 (stereo unspecified),-0.8,-1,-34,9,7,1,-0.1,15,-2
CN(c1ccccc1C(=O)Nc1cccc(C(F)(F)F)c1)S(C)(=O)=O,-2.0,-2,-7,-2,2,-2,-1.6,-9,-5
CN(CC(=O)OCC(=O)c1c(N)n(C)c(=O)n(C)c1=O)S(=O)(=O)c1ccc(Cl)cc1,-1.7,4,-17,1,5,0,0.9,-5,-5
O=c1ccc(-c2ccc(S(=O)(=O)Nc3cccc(Br)c3)o2)n[nH]1,-1.8,-2,-9,4,4,-10,-2.9,4,5
COCc1nnc(NC(=O)c2sc3ccccc3c2Cl)s1,-5.8,-4,-10,5,1,-4,-4.2,32,12

# Following part.
SMILES,VIM-2 inh,IDE cell activ,DNA FID counter,PfM18AAP inh,IDE inh,p-CIP stab down,IMP-1 inhibitor,UBC9 SUMO inh,HCV NS3 hel inh
CCc1ccc(N(C(=O)c2csnn2)C(C(=O)NC(C)(C)C)c2ccncc2)cc1 (stereo unspecified),0.2,1,-14,3,0,-4,-2.3,20,1
Cc1nc2sccn2c(=O)c1S(=O)(=O)NCc1ccccc1,-4.6,-5,-8,1,3,-3,-1.7,16,0
NC(=O)C1CCN(C2OC(=O)c3ccccc32)CC1 (stereo unspecified),-1.0,7,1,-1,-4,-10,-2.0,31,1
Cc1ccc(S(=O)(=O)N2CCN(C(=O)NCc3ccc(F)cc3)CC2)c(C)c1,0.3,0,-35,1,1,-6,-1.4,-9,1
CN(C(=O)CSc1nnc(Cc2ccccc2F)n1N)C1CCS(=O)(=O)C1 (stereo unspecified),-1.7,3,-2,1,2,2,-3.8,14,6
CS(=O)(=O)N(CC(=O)NCC1CCCO1)c1cc(Cl)ccc1Cl (stereo unspecified),-3.3,5,-7,7,-1,7,-3.7,3,1
CCOc1ccc(C2C=C(c3ccc(F)cc3)Nc3ncnn32)cc1 (stereo unspecified),-2.8,5,-6,10,11,-3,-4.4,45,0
Cc1ccccc1C(=O)N1CCC(C(=O)Nc2ccc(C(C)C)cc2)CC1,-1.5,0,-63,3,-5,-5,-1.2,-7,1
O=C(COC(=O)c1cccnc1Cl)c1ccc(Cl)cc1Cl,-0.6,-4,-8,-1,-1,3,-2.0,0,5
CC(=O)c1ccc(N2CCN(C(=O)[C@H](C)NC(=O)c3ccccc3Cl)CC2)cc1,-0.6,-5,-31,-1,1,4,-1.4,9,-9
Cc1oc(-c2ccccc2F)nc1CN1CCC(C(=O)NC2CCCCCCC2)CC1,-2.5,6,7,1,.,2,-2.6,22,-5
Cc1ccc(N=C2NC(=O)/C(=C/c3cccs3)S2)cc1C,-3.1,-3,-12,-5,7,-16,-1.9,24,11
CCOC(=O)c1c(-c2ccc(OC)cc2)csc1NC(=O)CCN1CCOCC1,-0.9,-2,-9,-5,2,-9,-0.1,-17,-4
CC(C)c1cc(C(=O)N2CCCC(Nc3ccc(F)c(F)c3)C2)nc(N)n1 (stereo unspecified),-1.5,4,-14,5,6,-31,-2.1,0,4
CCOC(=O)CN(C(=O)CNC(=O)c1ccco1)C(C(=O)NC1CCCCC1)c1cccnc1 (stereo unspecified),-0.7,4,-18,-1,0,1,-4.0,6,1

# Among those listed so far, these have a furan ring, fused or not:
SMILES,VIM-2 inh,IDE cell activ,DNA FID counter,PfM18AAP inh,IDE inh,p-CIP stab down,IMP-1 inhibitor,UBC9 SUMO inh,HCV NS3 hel inh
O=c1ccc(-c2ccc(S(=O)(=O)Nc3cccc(Br)c3)o2)n[nH]1,-1.8,-2,-9,4,4,-10,-2.9,4,5
CCOC(=O)CN(C(=O)CNC(=O)c1ccco1)C(C(=O)NC1CCCCC1)c1cccnc1 (stereo unspecified),-0.7,4,-18,-1,0,1,-4.0,6,1

# Next structures
SMILES,VIM-2 inh,IDE cell activ,DNA FID counter,PfM18AAP inh,IDE inh,p-CIP stab down,IMP-1 inhibitor,UBC9 SUMO inh,HCV NS3 hel inh
S=c1nc[nH]c2c1cnn2-c1ccccc1,-0.8,2,-9,9,2,-1,-0.7,6,17
CC1(C)CC(=O)C2=C(C1)Nc1cc(C(=O)c3ccccc3)ccc1NC2c1ccccn1 (stereo unspecified),-3.2,1,-29,0,0,-9,-2.4,-8,-11
CC(C)c1ccc(NC(=O)C2CC(=O)N=C(N)S2)cc1 (stereo unspecified),-3.2,4,-1,-1,3,-16,-4.5,10,5
CCOc1ccc(S(=O)(=O)N2CCN(c3ccccc3OC)CC2)c2cccnc12,-1.4,-1,-27,-2,-1,-14,-2.9,-17,-8
O=C(O)/C=C/c1cn(-c2ccccc2)nc1-c1ccc(-c2ccc([N+](=O)[O-])cc2)o1,-0.2,3,-20,-26,-1,-7,-1.2,36,36
CCN(CC)c1ccc(CNc2nc3ccccc3n2CCN2CCCCC2)cc1,2.2,1,33,4,2,2,0.1,15,6
CCO/C=C/C(=O)N(C)CCC#N,1.8,6,-3,-2,2,-13,-1.6,-13,-2
Cc1ccc(S(=O)(=O)Cc2cc(F)c([N+](=O)[O-])cc2[N+](=O)[O-])cc1,2.7,2,-3,20,-2,-22,3.0,12,19
CCN1CCN(S(=O)(=O)c2ccc3[nH]c(=O)oc3c2)CC1,-2.5,1,3,-4,4,-31,-1.8,2,4
N#Cc1nc(COc2cccc(Cl)c2)oc1NCc1ccco1,-2.7,0,-12,0,2,-10,-2.1,-20,0
COCc1cc(C)nc2sc(C(=O)Nc3cccc(OC)c3)c(N)c12,-0.1,1,-19,5,1,-4,-1.4,22,-8

# Screening results as filed in PubChem BioAssay.
